# FBW7 act: FBW7 E3 ligase activators, primary screen, biochemical, AlphaScreen, human; F-box/WD repeat-containing protein 7 (Homo sapiens), Q969H0; 650,000 compounds, 0.13% hits; AID 1259310, 2017; AlphaScreen FBW7–phospho-cyclin E peptide binding, activator screen; normalized activity (activation), % at 26.1 µM; in the data active = normalized activity above about 1.9%;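 also: purified mutant Fbw7 with reduced substrate affinity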
# MITF inh: MITF inhibitors, primary screen, biochemical, AlphaScreen, human; Microphthalmia-associated transcription factor (Homo sapiens), O75030; AlphaScreen MITF homodimerization, bead proximity signal; 650,000 compounds, 0.91% hits; inhibition, % at 2.6 µM; in the data active = inhibition above about 50%;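 also: 0% = vehicle wells with protein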
# Target sequence (O75030 whole entry, looked up): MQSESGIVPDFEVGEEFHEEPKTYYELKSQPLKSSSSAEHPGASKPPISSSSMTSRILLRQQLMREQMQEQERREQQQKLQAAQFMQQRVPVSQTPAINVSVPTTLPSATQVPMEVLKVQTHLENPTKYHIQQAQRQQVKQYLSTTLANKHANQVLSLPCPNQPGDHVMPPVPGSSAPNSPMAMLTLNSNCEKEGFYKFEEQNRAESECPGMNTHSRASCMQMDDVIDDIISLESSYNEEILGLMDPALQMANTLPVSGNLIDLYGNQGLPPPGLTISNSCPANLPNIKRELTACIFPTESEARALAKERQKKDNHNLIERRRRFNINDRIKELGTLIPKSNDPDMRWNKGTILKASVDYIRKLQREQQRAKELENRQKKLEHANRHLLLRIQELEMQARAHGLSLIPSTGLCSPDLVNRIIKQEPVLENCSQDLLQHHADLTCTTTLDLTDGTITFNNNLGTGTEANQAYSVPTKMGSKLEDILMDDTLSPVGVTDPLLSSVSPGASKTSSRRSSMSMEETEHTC
# GPR151 activ: activators of human GPR151, primary screen, cell-based, PathHunter beta-arrestin, luminescence. 650,000 compounds, 1% hits. G-protein coupled receptor 151 (Homo sapiens), Q8TDV0. PathHunter beta-arrestin GPR151 cells. activation, % at 11.2 µM; in the data active = activation above about 4.9%;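 also: 0% = median of compound wells and 100% = cells with positive control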
# Target sequence (Q8TDV0 whole entry, looked up): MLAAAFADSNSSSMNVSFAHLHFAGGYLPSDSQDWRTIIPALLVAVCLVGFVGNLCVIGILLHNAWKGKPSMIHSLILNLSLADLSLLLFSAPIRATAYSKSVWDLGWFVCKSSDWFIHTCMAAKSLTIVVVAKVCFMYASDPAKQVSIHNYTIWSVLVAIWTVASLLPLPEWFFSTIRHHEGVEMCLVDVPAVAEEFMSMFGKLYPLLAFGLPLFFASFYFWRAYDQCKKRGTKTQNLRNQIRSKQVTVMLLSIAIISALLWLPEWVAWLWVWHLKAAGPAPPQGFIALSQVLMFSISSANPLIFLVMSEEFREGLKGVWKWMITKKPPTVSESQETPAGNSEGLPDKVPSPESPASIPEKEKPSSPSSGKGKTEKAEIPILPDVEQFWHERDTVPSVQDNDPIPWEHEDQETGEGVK
# TEAD-YAP inh: TEAD-YAP interaction inhibition, primary screen, TEAD-YAP interaction inhibitor project, luminescence, HEK-TIYL cells; 640,000 compounds, 1.4% hits; inhibition, % at 9.12 µM; TEAD-Gal4/YAP UAS-luciferase luminescence; in the data active = inhibition above about 32%;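 also: 0% = median of test compound wells and 100% = reference inhibitor wells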
# * = called active by the depositor; & = joins results of further samples.
SMILES,FBW7 act,MITF inh,GPR151 activ,TEAD-YAP inh
Cc1cc(NC(=O)CSc2nc3ccsc3c(=O)n2Cc2ccccn2)n[nH]1,-0.2,10,1.9,-50
CCN1C(=O)c2cccc3c(S(=O)(=O)Nc4ccc(OC)cc4OC)ccc1c23,0.2,-13,0.3,-2
COc1ccc(CCNC(=O)c2nnn(CC(=O)Nc3cccc(C)c3)c2N)cc1OC,0.1,-3,-0.9,1
COc1ccc(-c2nc(SCC(=O)O)c3c(=O)n(C)c(=O)n(C)c3n2)cc1,-0.1,-15,-0.7,-6
Cc1cccc(Cc2nnc(CCC(=O)N3CCN(C)C[C@@H]3c3ccccc3)o2)c1,0.0,11,-0.6,-1
N[C@@H](Cc1cc(I)c(Oc2cc(I)c(O)c(I)c2)c(I)c1)C(=O)O,0.0&0.1&-0.1,8&20&-9,1.6&-1.5&-0.2,-2
CN(C)CCN1C(=O)CC(CC(=O)N2CCCCC2CCO)(c2ccccc2F)C1=O (centres undefined),0.1,-13,-1.0,2
NC(C(=O)N1CCC(Nc2ccc3[nH]ncc3c2)CC1)c1ccc(Cl)cc1 (centres undefined),-0.5,74*,-0.7,-4
CC(=O)Nc1ccc(C(=O)OCC(=O)Nc2ccc(OCc3ccccc3)cc2)cc1,0.1,-2,-1.5,-10
COc1cccc(/C=C2/NC(=O)N(c3ccccc3)C2=O)c1,0.0,14,2.9,-36
O=C(COc1ccc(Cl)cc1Cl)Nc1ccc(C(=O)OC2CCCCC2)cc1,0.0,6,0.8,-7
Cc1ccc(/C=N/NC(=O)CNc2cccc(Cl)c2)o1,-0.1,-3,0.1,-2
COCC(C)NC(=O)CCCSc1nc(-c2ccco2)cc(C(F)(F)F)n1 (centres undefined),-0.1,-14,-0.5,4
O=[N+]([O-])c1ccc(S(=O)(=O)N2CCSC2c2ccccc2Cl)cc1 (centres undefined),0.0,-4,-1.8,-11
Cc1nn(-c2ccccc2)c(C)c1Sc1ccc([N+](=O)[O-])cc1,-0.4,-4,0.7,11

# Overlap with the part before: four entries; new compounds follow.
SMILES,FBW7 act,MITF inh,GPR151 activ,TEAD-YAP inh
Cc1ccc(/C=N/NC(=O)CNc2cccc(Cl)c2)o1,-0.1,-3,0.1,-2
COCC(C)NC(=O)CCCSc1nc(-c2ccco2)cc(C(F)(F)F)n1 (centres undefined),-0.1,-14,-0.5,4
O=[N+]([O-])c1ccc(S(=O)(=O)N2CCSC2c2ccccc2Cl)cc1 (centres undefined),0.0,-4,-1.8,-11
Cc1nn(-c2ccccc2)c(C)c1Sc1ccc([N+](=O)[O-])cc1,-0.4,-4,0.7,11
CC(=O)c1c(C)oc2ccc(N(C(=O)c3ccncc3)S(=O)(=O)c3ccc4ccccc4c3)cc12,-0.1,-2,1.1,3
O=C(CSc1nc2ccsc2c(=O)n1-c1ccc(Br)cc1)NC1CCCC1,0.6,11,-1.6,4
COc1cc(OC)c(OC)cc1/C=N/NS(=O)(=O)c1ccc(Br)cc1,0.1,-2,0.0,4
Cc1ccc(C)c(SCC(=O)c2ccc[nH]2)c1,0.0,2,-1.2,-10
CC(=O)Oc1cccc(N2C(=O)c3ccc(C(=O)O)cc3C2=O)c1,0.1,9,-1.3,5
Cc1cc(C)cc(Oc2ccc(N)cc2)c1,0.0,16,-0.2,6
N#C/C(=C\c1ccccc1OCc1ccc([N+](=O)[O-])cc1)C(=O)NCC1CCCO1 (centres undefined),-0.1,3,-0.8,-8
COc1ccc(-c2cn3c4c(=O)n(C)c(=O)n(C)c4nc3n2-c2ccccc2)cc1,0.1,18,0.6,-7
COc1ccc(-c2cc(C(=O)Oc3ccc(Cl)cc3)c3ccccc3n2)cc1,0.0,1,-1.0,5
CCOC(=O)C1=C(C)N=c2s/c(=C\c3ccc(OCc4ccccc4)cc3)c(=O)n2C1c1ccc(N(C)C)cc1 (centres undefined),-0.1,6,-1.6,9
CCOC(=O)C1CCN(S(=O)(=O)c2cc(Cl)c(C)cc2OC)CC1,-0.2,-6,2.0,-16
O=S(=O)(c1cccc2nsnc12)N1CCNc2ccccc2C1,0.0,-1,0.0,-2
Cc1nc(C(=O)N2CCC3(CC2)c2ccccc2[C@@H](NC(=O)c2cccnc2)[C@@H]3O)cs1,0.2,2,0.2,-6
CCN(CC(=O)O)S(=O)(=O)c1ccc(C)cc1,-0.1,-10,2.3,4
COc1ccccc1C(=O)NC1CC(C)(C)NC(C)(C)C1,-0.1,-7,2.0,-1
COc1ccc(-c2cc(-c3ccccc3)nc(SCc3cccc(OC)c3)c2C#N)cc1,0.6,11,0.8,5
Cc1cccc(C(=O)NCC2CCC3(CCN(C(=O)Cc4ccccc4)CC3)O2)c1C (centres undefined),-0.1,0,0.9,7
CCOC(=O)N1CCN(C(=O)CNC(=O)c2nn(-c3ccc(OC)cc3)c(=O)c3ccccc23)CC1,0.1,-1,-1.5,7
CC1(C)CC(=O)C2=C(C1)OC1=C(C(=O)CC(C)(C)C1)C2c1ccc(OCC(=O)N2CCOCC2)cc1,-0.1,8,0.0,6
Cc1ccc(-n2c3nc(=O)n(C)c(=O)c-3cc3ccccc32)cc1,0.1,4,2.9,9
O=C(Nc1ccc(S(=O)(=O)N2CCCC2)cc1)c1nc2ncccn2n1,-0.5,-6,-0.9,-8
Cc1cc2c(c(=O)o1)C(c1ccc(Cl)cc1Cl)C(C#N)=C(N)O2 (centres undefined),0.0,2,-0.5,12
Cn1cnnc1SCc1cc(=O)c(OCc2ccc(F)cc2)co1,0.0,4,-0.7,-19
N#CC1(C#N)C(c2cccc(I)c2)C(C(=O)c2ccccc2)N2c3ccccc3C=CC21 (centres undefined),-0.1,17,-1.1,-6
CC(C)(C)c1ccc(C(=O)Oc2cc(N)n(S(C)(=O)=O)n2)cc1,0.0,4,0.9,13
Cc1cc2nc3s/c(=C\c4sccc4C)c(=O)n3c2cc1C,-0.1,1,-0.6,-5
COc1ncc(-c2ccc3c(c2)COC2(CCN(C(C)=O)CC2)O3)cn1,0.1,14,0.9,-9
Cc1cc(C(=O)Nc2ccccc2)c(-c2ccccc2)o1,-0.1,-8,-1.1,-5
Cn1c(=O)c2cc(S(=O)(=O)Nc3cc(C(=O)O)cc(C(=O)O)c3)ccc2n(C)c1=O,0.0,17,-0.5,-5
O=C(CSc1ncc(-c2ccc([N+](=O)[O-])cc2)[nH]1)c1ccc(O)c(O)c1,0.0,1,1.5,-6
FC(F)(F)c1ccc(Cn2cnc3c(NCc4cccc(C(F)(F)F)c4)nc(N4CCN(Cc5ccc6c(c5)OCO6)CC4)nc32)cc1,-0.2,13,4.6,-3
COc1cccc(-c2cn[nH]c2C2CCN(C(=O)c3ccncc3)CC2)c1,0.0,1,0.0,10
COc1ccc(C(=O)O/N=C(\N)c2ccc(OC)c(OC)c2)c(OC)c1,0.0,1,0.2,-24
Cc1ccccc1S(=O)(=O)Nc1ccc2oc3c(c2c1)CC(C)CC3 (centres undefined),0.1,7,-0.7,8
O=C(COc1ccc(Cl)cc1)NNC1=Nc2cccc3cccc1c23,0.4,10,0.4,-2
Cc1cc(CN2CCc3ccccc3C2)cs1,-0.2,-1,0.6,3
C=CCn1c(-c2ccsc2)n[nH]c1=S,0.1,8,-0.5,5
CCCCN(C)c1ccc(C(=O)OC)cc1NC(=S)Nc1ccc(Oc2ccccc2)cc1,-0.1,-2,-1.8,-19
COc1cc(NS(=O)(=O)c2ccc(Nc3cc(Cl)c4nonc4c3[N+](=O)[O-])cc2)nc(OC)n1,0.1,-9,1.0,1
O=C(c1ccc2[nH]ncc2c1)N1CCC(Oc2ccc(Cl)cc2)CC1,0.2,15,-0.4,11
COc1ccccc1N(CCOC(=O)/C=C/c1cccc(Cl)c1)C1=NS(=O)(=O)c2ccccc21,-0.2,-14,1.7,0
CCOP(=O)(OCC)c1nc(-c2cccc3ccccc23)oc1NCc1ccco1,0.2,-2,5.3*,-8
CCCCOc1ccc(C(=O)NCc2nnc(SC(C)C(=O)Nc3sc4c(c3C(=O)OCC)CCCC4)n2C)cc1 (centres undefined),0.6,12,-2.2,3
Cc1ccc2c(=O)c(CN3CCN(C)CC3)c(C)[nH]c2c1C,0.8,10,-1.3,1
CCc1ccc(-n2c(=S)sc3c(=O)n(-c4ccc(F)cc4)c(SCC(=O)N(CC)c4cccc(C)c4)nc32)cc1,-0.1,-4,0.4,19

# Record cards, as listed above. Values in the order: FBW7 act	MITF inh	GPR151 activ	TEAD-YAP inh
# Cc1cc2nc3s/c(=C\c4sccc4C)c(=O)n3c2cc1C is entered as -0.1	1	-0.6	-5
# FC(F)(F)c1ccc(Cn2cnc3c(NCc4cccc(C(F)(F)F)c4)nc(N4CCN(Cc5ccc6c(c5)OCO6)CC4)nc32)cc1 is entered as -0.2	13	4.6	-3
# Cc1cc(C)cc(Oc2ccc(N)cc2)c1 is entered as 0.0	16	-0.2	6
# Cc1cc(CN2CCc3ccccc3C2)cs1 is entered as -0.2	-1	0.6	3
# CC(C)(C)c1ccc(C(=O)Oc2cc(N)n(S(C)(=O)=O)n2)cc1 is entered as 0.0	4	0.9	13

# (listing goes on)
SMILES,FBW7 act,MITF inh,GPR151 activ,TEAD-YAP inh
COc1ccc(C2Nc3ccccc3C(=O)N2c2ccccc2)cc1Cn1nnc2ccccc21 (centres undefined),0.1,3,-0.9,-16
CC(=O)c1ccc(OCC(O)Cn2cnc3ccccc32)cc1 (centres undefined),0.1,-5,-1.4,-17
CC(=O)Nc1ccc2c(c1)CNC2=O,-0.4,-1,0.6,-10
Cn1ccnc1C1(O)CCN(CC(=O)Nc2ccccc2Cl)CC1,-0.2,-1,0.2,10
CCOC(=O)c1cnc2c(OC)cccc2c1N1CCN(c2cccc(Cl)c2)CC1,0.1,14,-1.4,5
O=C(O)CCCCCNC(=O)COc1ccc(Cl)cc1Cl,-0.1,9,-0.3,69*
O=C(NC(=S)Nc1ccc(-c2nc3ncccc3o2)cc1)c1ccccc1Br,0.4,13,-1.5,-18
CCOc1ccccc1NC(=O)C(CC)Sc1nc2ccsc2c(=O)n1C1CC1 (centres undefined),0.0,-6,-0.2,-5
CN=C1SC(CC(=O)Nc2ccc(O)cc2)C(=O)N1C (centres undefined),0.1,36,-3.4,3
CN(C)C(=O)c1ccc(-c2cccc(N(C)C)c2)nc1NCc1cccnc1,0.1,19,-0.7,-5
Cc1cnc(C(=O)N2CCN(S(C)(=O)=O)CC2)cn1,0.2,11,0.9,6
N#Cc1c2c(c(N3CCOCC3)[nH]c1=S)CCCC2,0.3,10,-0.1,3
CC1CCCC(NC(=O)C2N(Cc3ccc4c(c3)OCO4)C(=O)C3C(C(=O)Nc4ccc(F)c(Cl)c4)C4C=CC32O4)C1C (centres undefined),-0.1,4,0.0,-14
COC(=O)c1ccc2c(=O)n(CCN3CCOCC3)c(SCC(=O)NCc3ccco3)nc2c1,-0.1,2,-0.3,9
CCOc1ccc(C(=O)Nc2cccc(NC(=O)CC)c2)cc1Br,0.2,13,-1.4,-4

# An excerpt from above with just FBW7 act, MITF inh and GPR151 activ.
Compound | FBW7 act | MITF inh | GPR151 activ
CCOC(=O)C1CCN(S(=O)(=O)c2cc(Cl)c(C)cc2OC)CC1 | -0.2 | -6 | 2.0
N#C/C(=C\c1ccccc1OCc1ccc([N+](=O)[O-])cc1)C(=O)NCC1CCCO1 (centres undefined) | -0.1 | 3 | -0.8
COc1ccccc1N(CCOC(=O)/C=C/c1cccc(Cl)c1)C1=NS(=O)(=O)c2ccccc21 | -0.2 | -14 | 1.7
Cc1cc2c(c(=O)o1)C(c1ccc(Cl)cc1Cl)C(C#N)=C(N)O2 (centres undefined) | 0.0 | 2 | -0.5
COc1ncc(-c2ccc3c(c2)COC2(CCN(C(C)=O)CC2)O3)cn1 | 0.1 | 14 | 0.9

# (list continues)
SMILES,FBW7 act,MITF inh,GPR151 activ,TEAD-YAP inh
C=CCNC(=O)c1ccc2c(=O)n(Cc3ccc4c(c3)OCO4)c(=S)[nH]c2c1,0.0,-2,0.3,2
C/C(=N/NC(=O)c1cc(Br)ccc1O)c1ccncc1,-0.1,6,-1.2,-24
Cc1ccc(NC(=O)c2csnn2)c(C)c1,0.0,-13,3.8,-13
O=[N+]([O-])c1cc(C(F)(F)F)ccc1Sc1ccccc1,0.0,-6,-1.1,-5
Cc1ccccc1OCCNC(=O)c1nonc1N,-0.2,7,0.9,-4
O=C(CNC(=O)/C=C\c1ccco1)N=Nc1c(O)[nH]c2ccccc12,-0.5,47,-1.9,-15
O=C(c1cccc([N+](=O)[O-])c1)N1CCC(n2nnc3ccccc32)CC1,0.0,-12,0.0,6
O=C(NCc1ccccc1Cl)c1ccc2c(=O)n(C3CCCCC3)c(SCc3nc4ccccc4[nH]3)nc2c1,0.0,17,-0.6,0
CCCCOc1ccccc1C1C(C(=O)OC2CCCCC2)=C(C)NC2=C1C(=O)CCC2 (centres undefined),0.2,18,-1.1,-6
Cc1cs/c(=N\N=C2CCCCC2)n1Cc1ccco1,-0.1,7,3.0,-6
O=C(CCn1ncc2ccccc21)N1CCCC1c1nc(-c2ccncc2)n[nH]1 (centres undefined),0.0,10,1.1,9
CC(Nc1nc2nonc2nc1N1CCCC1)c1cnn(C)c1 (centres undefined),0.3,6,1.1,-4
CCOC(=O)N/N=C(\C)c1ccc(-n2cnnn2)cc1,0.0,6,-1.9,-20

# Single values from above:
# TEAD-YAP inh with O=C(c1cccc([N+](=O)[O-])c1)N1CCC(n2nnc3ccccc32)CC1 stands at 6
# TEAD-YAP inh with O=[N+]([O-])c1cc(C(F)(F)F)ccc1Sc1ccccc1 stands at -5
